# IL-2 act = qHTS of IL-2 Activators | activation, % (series mostly up to about 46 µM) | IL-2 activation reporter assay, cell-based qHTS; stimulated with anti-CD3/CD4/CD28 beads; in transgenic mouse T cells | 360,000 tested, 0.065% active; in the data active = activation above about 50%; inconclusive = mostly about 30% to 49%; note: 0% is about no effect
#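 Using fluorescent plate cytometry, EGFP and DsRed are detected in transgenic mouse T cells stimulated 18 h at 37 degrees C with antibody-coated beads after 60 min compound pretreatment.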
# DRD3 antagonist = qHTS of D3 Dopamine Receptor Antagonist: qHTS | max response, negative = inhibition, % | D(3) dopamine receptor (Homo sapiens), P35462 | D3R cells, DiscoveRx beta-arrestin luminescence, antagonist mode; hits give low values | 360,000 tested, 2.5% active; in the data active = max response below about -50%; inconclusive = no clear call, values can overlap the other calls; note: % is set by controls: 0 for no effect and ±100 for the full control effect; mostly tested at two doses, the higher about 12 µM
#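 Cells expressing the human receptor were seeded at 1500 cells/well, incubated overnight at 37 degrees C in 5% CO2, then exposed to library compounds with dopamine controls for 90 minutes at 37 degrees C before luminescent detection.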
# GLP1R cytotox = qHTS of GLP-1 Receptor Inverse Agonists: Cytotox Screen | HEK293 cAMP-luciferase reporter cells, luminescence, 24 h | AID 624418, 2012 | Potency, µM (titrated, usually from 38.3 µM), inactives show top-dose activity change, negative = inhibition, most hits filed as inhibitors | 410,000 tested, 0.13% active;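 note: loss of luciferase light is scored as toxicity; potency is the fitted concentration of half-maximal effect; % is set by controls: 0 for no effect and ±100 for the full control effect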
#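 Seeding density was 200 cells/uL; after overnight-length (12 h) culture, 23 nL compounds went on for 24 h at 37 °C. Readout used a luciferase detection reagent, luminescence taken after 12 min at room temperature.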
# PLK1 PBD block = qHTS for Inhibitors of PLK1-PDB (polo-like kinase 1 - polo-box domain): Primary Screen; Potency, µM, for inactives: max response, negative = inhibition, actives largely listed as inhibitors; 360,000 tested, 2.8% active; Plk1 PBD binding of FITC phosphopeptide, fluorescence polarization; note: potency is the fitted concentration of half-maximal effect; series mostly up to about 57 µM; % is set by controls: 0 for no effect and ±100 for the full control effect; nearly all actives have a fitted effect of over 65% in size
# PI5P4K alpha inh = qHTS for Inhibitors of phosphatidylinositol 5-phosphate 4-kinase (PI5P4K); Phosphatidylinositol 5-phosphate 4-kinase type-2 alpha (Homo sapiens), P48426; PI5P4Kalpha enzyme, ADP-Glo luminescence, 60 min; hits give low values; max response, %; 330,000 tested, 1.2% active; AID 652105, 2013; active = max response of -50% or lower; inconclusive = between -30% and -50%; inactive = -30% or higher; note: value at the top dose of about 77 µM; % is set by controls: 0 for no effect and ±100 for the full control effect
#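 Human PI5P4Kalpha with substrate in 0.038 M HEPES pH 7.4, 0.28 mM EGTA, 0.1% CHAPS, 5% DMSO; reaction started with 5 microM ATP (final), 60 min at room temperature. ADP formed read by ADP-Glo luminescence.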
# GLP-1R inv ag = qHTS of GLP-1 Receptor Inverse Agonists (Inhibition Mode). Glucagon-like peptide 1 receptor (Homo sapiens), P43220. HEK293 GLP-1R CRE-luciferase, luminescence, 24 h; GLP-1R form is constitutively active. Potency, µM (titrated, usually from 38.3 µM), for inactives: at the highest dose activity change, negative = inhibition, hits mostly inhibitors. 410,000 tested, 1.6% active; note: potency is the fitted concentration of half-maximal effect; % is set by controls: 0 for no effect and ±100 for the full control effect; nearly all actives have a fitted effect of over 55% in size
#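 HEK293 cells stably co-expressing a cAMP-responsive luciferase reporter and constitutively active GLP-1R were seeded, incubated 12 h, then exposed to compounds for 24 h at 37 C. Luminescence was read 12 min after detection reagent; inverse agonists lower signal.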
# D3 ag = qHTS of D3 Dopamine Receptor Agonist: qHTS; D(3) dopamine receptor (Homo sapiens), P35462; D3R DiscoveRx beta-arrestin cells, luminescence, 90 min; max activation, %; 410,000 tested, 0.58% active; AID 652048, 2013; in the data active = max activation above about 30%; note: 0% is about no effect; mostly tested at two doses, the higher about 12 µM
#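 Cells at 1500/well, incubated overnight, then treated with pinned compounds (dopamine as control) for 90 min at 37 degrees C. DiscoveRx reagent added for 30 - 60 minutes at room temperature; luminescence read.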
# GLP1R ag = qHTS of GLP-1 Receptor Agonists; Glucagon-like peptide 1 receptor (Homo sapiens), P43220; HEK293 GLP-1R CRE-luciferase, luminescence, 4-6 h; cells express a hypersensitive GLP-1R form; Potency, µM (series often up to 45.6 µM), inactives show at the top dose activation, usual class: activators; 380,000 tested, 0.007% active; note: potency is the fitted concentration of half-maximal effect; % of control where 0% means no effect
# WRN helicase inh = qHTS for Inhibitors of WRN Helicase. Bifunctional 3'-5' exonuclease/ATP-dependent helicase WRN (Homo sapiens), Q14191. WRN helicase unwinding, fluorescent forked duplex, kinetic. Potency, µM (titrated, usually from 114 µM), inactives show top-dose activity change, negative = inhibition, actives largely listed as inhibitors. 360,000 tested, 0.46% active; note: potency is the fitted concentration of half-maximal effect; % is set by controls: 0 for no effect and ±100 for the full control effect; nearly all actives have a fitted effect of over 55% in size
# Target sequence (Q14191 whole entry, looked up): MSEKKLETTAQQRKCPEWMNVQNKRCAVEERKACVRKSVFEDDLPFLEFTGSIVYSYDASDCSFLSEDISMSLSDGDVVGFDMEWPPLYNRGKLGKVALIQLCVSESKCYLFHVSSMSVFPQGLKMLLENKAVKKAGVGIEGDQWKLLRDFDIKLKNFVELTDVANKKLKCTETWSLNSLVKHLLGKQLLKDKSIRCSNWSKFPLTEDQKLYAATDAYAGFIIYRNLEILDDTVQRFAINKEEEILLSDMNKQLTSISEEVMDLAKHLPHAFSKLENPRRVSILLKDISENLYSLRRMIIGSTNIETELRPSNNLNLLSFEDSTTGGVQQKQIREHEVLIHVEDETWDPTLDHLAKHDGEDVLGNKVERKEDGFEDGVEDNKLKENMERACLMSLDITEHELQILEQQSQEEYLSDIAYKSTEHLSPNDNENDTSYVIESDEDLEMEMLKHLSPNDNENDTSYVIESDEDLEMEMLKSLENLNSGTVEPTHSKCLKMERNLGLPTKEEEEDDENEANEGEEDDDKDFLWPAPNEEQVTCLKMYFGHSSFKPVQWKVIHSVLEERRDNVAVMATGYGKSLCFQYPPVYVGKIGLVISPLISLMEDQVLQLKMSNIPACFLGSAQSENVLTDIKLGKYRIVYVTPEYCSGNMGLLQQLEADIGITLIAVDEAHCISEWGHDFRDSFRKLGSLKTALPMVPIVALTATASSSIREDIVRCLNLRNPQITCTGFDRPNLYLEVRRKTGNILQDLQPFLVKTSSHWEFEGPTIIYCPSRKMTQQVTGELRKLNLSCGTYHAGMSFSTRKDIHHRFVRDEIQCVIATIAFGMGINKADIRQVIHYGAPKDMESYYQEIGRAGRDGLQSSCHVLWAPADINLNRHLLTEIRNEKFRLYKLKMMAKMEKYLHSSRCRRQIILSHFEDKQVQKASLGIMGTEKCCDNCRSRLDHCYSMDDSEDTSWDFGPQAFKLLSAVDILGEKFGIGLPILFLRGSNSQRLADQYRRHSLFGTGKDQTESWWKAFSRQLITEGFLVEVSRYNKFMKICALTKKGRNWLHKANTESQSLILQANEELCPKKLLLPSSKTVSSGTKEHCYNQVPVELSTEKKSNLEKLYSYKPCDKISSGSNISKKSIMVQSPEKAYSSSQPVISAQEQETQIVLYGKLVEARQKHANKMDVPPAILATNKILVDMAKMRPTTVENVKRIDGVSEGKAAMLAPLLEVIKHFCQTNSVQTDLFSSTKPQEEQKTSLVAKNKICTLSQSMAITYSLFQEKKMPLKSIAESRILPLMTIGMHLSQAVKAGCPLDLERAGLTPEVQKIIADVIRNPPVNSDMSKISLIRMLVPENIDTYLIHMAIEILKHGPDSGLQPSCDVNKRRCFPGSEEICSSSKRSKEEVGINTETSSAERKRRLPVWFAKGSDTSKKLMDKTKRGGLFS
#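 Enzyme (20 nM final) and test compound sit together 15 min at room temperature before substrate addition. Substrate is a single-forked duplex oligonucleotide (100 nM) labelled with fluorophore and quencher, with 2 mM ATP; helicase unwinding raises red fluorescence, read kinetically.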
# An asterisk follows results filed as active; ? = inconclusive; · = not tested or not shown; [ ] = dose if it differs, or a comment. Unless noted, calls come from the whole dose curve; as a rule, active = well fitted curve in the direction sought with a large enough effect; inconclusive = small, poorly fitted or top-dose-only effect, or another doubt; inactive = no such curve, though single readings can be large; an effect the other way counts as inactive or inconclusive. Hits appear at their usual frequency (roughly 7.8% active in at least one column).
SMILES,IL-2 act,DRD3 antagonist,GLP1R cytotox,PLK1 PBD block,PI5P4K alpha inh,GLP-1R inv ag,D3 ag,GLP1R ag,WRN helicase inh
O=C(Nc1cccc(NC(=O)c2ccc(F)cc2)c1)c1ccc(F)cc1,-0.2,14,4%,3%,-5,-9%,5,-1%,4%
CCOc1[nH]n(-c2ccccc2)c(=O)c1C=Nc1ccc(Cl)cc1,-2.7,20,26%,-7%,0,8%,-1,4%,-7%
O=c1cc(-c2cccs2)oc2ccc(Cl)cc12,-0.8,?,5%,-4%,·,0%,0,5%,5%
COc1ccc(CNC(=O)C2CCC(CNS(=O)(=O)c3ccc(C)cc3)CC2)cc1 (centres undefined),-0.6,-11,5%,-3%,1,-7%,1,-4%,0%
O=C(CCS(=O)(=O)c1ccc(Cl)cc1)N1CCCc2ccccc21,-5.6,-4,9%,-14%,9,-24%,-2,1%,?
Cc1ccc2cc(C)c3nnc(SCc4ccc(C(=O)O)cc4)n3c2c1C,0.3,-9,9%,?,2,107%[activator],4,9%,-3%
Cn1c(=NC(=O)c2ccco2)sc2ccccc21,-0.8,7,4%,?,8,-12%,4,4%,-6%[57.1 µM]
C/C(=N\Nc1ccccn1)c1ccc(C#N)cc1,-0.2,2,7%,-6%,3,10%,1,10%,-17%
Clc1cccc(N2CCN(Cc3ccc(Br)o3)CC2)c1,-0.6,-60*,1%,-8%,15,?,-27,4%,-5%
COc1cc(/C=C/C(=O)O)cc(OC)c1O,0.4,28,-1%,-1%,2,-6%,19,-5%,9%
COC(=O)[C@@]1(Sc2ccc(C)cc2)CC(=O)N[C@@H]1c1ccc(Br)cc1,-0.5,19,-8%,4%,3,9%,2,11%,-2%
COC(=O)C1=CN(C(C)C)C=C(C(=O)OC)C1c1cc(Br)c(OC)c(OC)c1,-2.8,20,·,1%,·,-8%,6,10%,-4%
COc1cccc(C2=CC(=O)CCC2)c1,-0.2,-11,4%,-12%,4,23%,2,3%,1%
CCN(CC)C(=O)CSc1nc2c(sc(=S)n2-c2ccccc2OC)c(=O)n1-c1ccccc1,1.2,-3,-2%,-12%,3,?,-3,14%,-4%
COc1cc(C(=O)NCCCCCCNC(=O)c2cc(OC)c(OC)c(OC)c2)cc(OC)c1OC,1.1,10,10%,-4%,2,12%,-10,-1%,4%
CN(CC(=O)Nc1cccc(F)c1)C(=O)c1ccccc1OCCOc1ccccc1,-3.5,6,-7%,-1%,10,?,-8,11%,-11%
CN(c1ccc(OCC(=O)OCC(=O)Nc2c(F)c(F)c(F)c(F)c2F)cc1)S(=O)(=O)c1ccc(F)cc1,-3.4,-18,-10%,1%,0,20%,-8,-3%,-2%
CC1COc2ccccc2N1C(=O)c1ccc(Cl)nc1 (centres undefined),-1.9,12,-3%,-5%,6,4%,1,6%,9%
Cc1ccc(CCNc2ncnc3onc(-c4ccc(Cl)cc4)c23)cc1,·,·,2%,·,·,6%,2,0%,·
CC(=O)Nc1cccc(NS(=O)(=O)c2ccc3c(c2)CCC(=O)N3)c1,-0.8,-9,-1%,-2%,-3,27%,-13,1%,0%
Cc1cc2nc(-c3ccccc3O)[nH]c2cc1C,-0.5,37,-4%,-3%,-3,6%,1,7%,0%
CN1N=C(C(F)(F)F)CC1=O,0.8,0,-10%,?,-2,-2%,1,0%,-30%
O=C(NCc1nc(-c2ccccc2)no1)Nc1ccc(F)cc1,0.3,-8,-7%,2%,8,?,3,7%,5%
O=C1NC[C@@H](CCCCN2CCN(CC3CCCCC3)C(=O)C2=O)N(CC2CCCCC2)C1=O,0.6,6,6%,0%,-1,17%,8,-1%,2%
Cc1nn(C)cc1C(C(=O)NC1CCCCC1)N(Cc1ccc(F)cc1)C(=O)c1cnccn1 (centres undefined),-0.6,-8,-20%,3%,2,-28%,-3,6%,-1%
COc1ccc(OC2OC3COC(c4ccco4)OC3C(O)C2NC(C)=O)cc1 (centres undefined),-3.0,6,8%,-18%,9,3%,-3,6%,6%
O=C(NC1CCCC1)C(c1ccccc1)N(C(=O)c1csnn1)C1CCCC1 (centres undefined),-0.8,-7,-3%,-1%,2,-17%,0,6%,-6%
C[C@@H]1CN=C2N(CCNC(=O)CCC3CCCCC3)[C@H](Cc3ccc(O)cc3)CN21,1.6,?,0%,?,?,2%,-38,-1%,6%
O=C(COC(=O)CN1C(=O)NC2(CCCC2)C1=O)Nc1ccccc1C(F)(F)F,1.6,7,1%,2%,-3,42%[activator],0,5%,1%
Cc1cccnc1CCNC(=O)c1ccc(OC2CCN(Cc3ccccn3)CC2)cc1,-3.6,-13,-1%,-2%,7,?,-5,-28%,-15%
C=C(C)C(C)(C#CCN1CCCC1)OC(C)=O (centres undefined),-2.1,-72*,0%,-15%,·,-6%,-5,-11%,-8%
CC(=O)c1ccc(N2C(=NC(=O)C3CCCO3)SC3CS(=O)(=O)CC32)cc1 (centres undefined),-1.0,2,4%,-5%,-5,4%,-7,3%,4%
O=C(Cc1ccc([N+](=O)[O-])cc1)N1N=C(C2CC2)CC1(O)C(F)(F)F (centres undefined),-0.1,5,-3%,-5%,-4,-13%,5,14%,1%
COc1ccc([C@H]2CC(=O)C=C(c3cc4ccccc4s3)C2)cc1OC,-0.5,51,-6%,-2%,16,-17%,32*,24%,-2%
O=C(COc1ccccc1)OCC(=O)c1ccc(S(=O)(=O)N2CCCCC2)cc1,2.5,-3,3%,0%,1,2%,-3,-7%,-3%
COc1cccc(NC(=O)C2C(c3ccccc3)C2(Cl)Cl)c1 (centres undefined),-0.7,-2,13%,-25%,-1,?,2,10%,-1%
CCOc1ccccc1-c1nc(-c2ccc(NC(=O)c3ccc(Br)o3)cc2)no1,-0.1,21,-26%,-3%,6,?,57*,-1%,-8%
Cc1nnc(SCc2nnc(-c3cccs3)o2)n1C1CCCCC1,-0.7,4,7%,?,-11,-11%,-2,9%,-3%
O=C(c1ccc2c(Cl)c3c(nc2c1)CCCC3)N1CCN(c2ccc(Cl)cc2)CC1,·,·,0%,·,·,8%,1,1%,·
COc1ccc(S(=O)(=O)Nc2cccc3c2O[C@H](CN(C)C(=O)Nc2c(C)noc2C)[C@@H](C)CN([C@H](C)CO)C3=O)cc1,-1.3,11,2%,-2%,-2,4%,2,-6%,-3%

# Two compounds picked at random from the list so far:
SMILES,IL-2 act,DRD3 antagonist,GLP1R cytotox,PLK1 PBD block,PI5P4K alpha inh,GLP-1R inv ag,D3 ag,GLP1R ag,WRN helicase inh
COc1cccc(NC(=O)C2C(c3ccccc3)C2(Cl)Cl)c1 (centres undefined),-0.7,-2,13%,-25%,-1,?,2,10%,-1%
CC(=O)c1ccc(N2C(=NC(=O)C3CCCO3)SC3CS(=O)(=O)CC32)cc1 (centres undefined),-1.0,2,4%,-5%,-5,4%,-7,3%,4%

# The list goes on:
SMILES,IL-2 act,DRD3 antagonist,GLP1R cytotox,PLK1 PBD block,PI5P4K alpha inh,GLP-1R inv ag,D3 ag,GLP1R ag,WRN helicase inh
CN(C1CCCCC1)S(=O)(=O)c1ccc2c(c1)c(=O)c(C(=O)NCCN1CCCC1)cn2C,1.9,5,12%,-6%,0,-17%,5,-1%,-7%
CCOC(=O)Cc1nnc2c(Nc3ccc(Cl)cc3)nc3nonc3n12,-1.9,?,?,-2%,-9,?,5,-17%,-7%
COc1cc(C)c(Cl)cc1S(=O)(=O)n1cnc2ccccc21,0.3,10,9%,0%,·,4%,7,-1%,-11%
COc1ccc(/C=N/Nc2snc(SC)c2C#N)cc1OC,-0.6,0,4%,4%,-1,-7%,0,?,-12%
Cc1cccc(C)c1-n1nnnc1C(c1ccnc2ccccc12)N1CCCN(C(=O)OC(C)(C)C)CC1 (centres undefined),-0.8,-24,1%,-6%,1,14%,-5,10%,-4%
O=C(COc1ccc(Cl)cc1Cl)OCn1nnc2ccccc2c1=O,-0.3,7,-7%,1%,8,1%,-3,-4%,1%
COc1cc(C2NC(=S)NC3=C2C(=O)CCC3)ccc1O (centres undefined),0.4,-13,-3%,-5%,1,7%,-5,7%,6%
COc1ccc(OC)c(NC(=O)NNC(=O)COc2ccc(F)cc2F)c1,0.1,-10,-4%,-6%,1,-20%,-6,-1%,-16%
CC(C)C(=O)Nc1ccccc1-c1nc2ccccc2[nH]c1=O,-0.2,2,3%,-3%,1,14%,0,0%,-10%
CC(C)(C)OC(=O)C[C@H]1C/C=C\C[C@@H](CC(=O)NCCO)C(=O)N2CCC[C@H]2COC1=O,-0.2,-6,7%,-11%,3,3%,-12,-4%,8%
CCOC(=O)C1CCCN(C(=O)c2cc(S(=O)(=O)N(C)C)ccc2N2CCCC2)C1 (centres undefined),-0.8,-11,1%,-13%,2,25%,3,8%,2%
Cc1cc(NC(=O)CSc2nnc(Nc3ccccc3C)s2)no1,-0.9,7,-3%,21µM*,-16,1%,10,2%,6%
CSc1cccc(NC(=O)CSc2nc3ccccc3o2)c1,0.2,8,-10%,-1%,·,8%,1,0%,-10%
Cc1ccc2[nH]c(=O)c(CN3CCCCC3)c(-c3ccccc3)c2c1,-0.3,16,-13%,-22%,0,?,1,11%,-2%
Cn1nc(C2CC2)cc1NC(=O)C1(C)CCN1C(=O)Cc1ccc(-c2ccccc2)cc1 (centres undefined),1.6,?,-12%,1%,-9,?,5,7%,-4%
CCOc1ccc2[nH]c(C)c(CN3CCCCCC3)c(=O)c2c1,1.3,7,10%,-5%,-4,20%,6,-3%,-32%
COC(=O)C(Cc1cnc(Cl)s1)(C(=O)OC)c1ccc([N+](=O)[O-])cc1,-1.8,-12,-10%,-7%,7,2%,-3,-1%,3%

# Source: PubChem BioAssay
